p53 reactivator = qHTS assay for re-activators of p53 using a Luc reporter. 320,000 compounds, 0.063% hits. Potency, µM (highest dose often 92.2 µM), without a hit: at the top dose activity change, positive = activation, most hits filed as activators. H1299 p53-A138V BP100-luciferase reporter, luminescence, 24 h; also: % of control where 0% means no effect; nearly all actives have a fitted effect of over 45% in size
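H1299 (p53-null), stable ts p53-A138V + BP100-Luc; 1000 cells/well, Opti-MEM/10% FBS; cpd 4 pt, 1:5; 24 h, 37 deg C, 5% CO2; detection reagent 10 min RT; luminescence.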
BRCA1 expr up = qHTS Assay to Identify Small Molecule Activators of BRCA1 Expression; MCF7-BRCA1-FFLuc reporter, luminescence, 48 h; response scale: scaled: vehicle 0%, 10 µM genistein 100%; Potency, µM (series often up to 46.1 µM), for the others: at the highest dose activation, most hits filed as activators; 380,000 compounds, 1.1% hits; AID 624202, 2012; also: nearly all actives have a fitted effect of over 80% in size; some results filed as inactive show a strong effect at the top dose
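Activators of BRCA1 expression were detected as increased firefly luciferase luminescence in engineered MCF7 cells after 48 h compound incubation. Signals were scaled to genistein 10 microM as full activation.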
RORg inh = qHTS for inhibitors of ROR gamma transcriptional activity. Nuclear receptor ROR-gamma (Mus musculus), P51450. Drosophila S2 Gal4-RORgamma UAS-luciferase reporter, 20 h. Potency, µM (highest dose often 53.6 µM), for the others: top-dose activity change, negative = inhibition, hits mostly inhibitors. 310,000 compounds, 5.4% hits. AID 2551, 2010; also: % is scaled to controls: 0 for no effect and ±100 for the full control effect; nearly all actives have a fitted effect of over 60% in size
Target sequence (P51450 whole entry, looked up, the tested form may be a part): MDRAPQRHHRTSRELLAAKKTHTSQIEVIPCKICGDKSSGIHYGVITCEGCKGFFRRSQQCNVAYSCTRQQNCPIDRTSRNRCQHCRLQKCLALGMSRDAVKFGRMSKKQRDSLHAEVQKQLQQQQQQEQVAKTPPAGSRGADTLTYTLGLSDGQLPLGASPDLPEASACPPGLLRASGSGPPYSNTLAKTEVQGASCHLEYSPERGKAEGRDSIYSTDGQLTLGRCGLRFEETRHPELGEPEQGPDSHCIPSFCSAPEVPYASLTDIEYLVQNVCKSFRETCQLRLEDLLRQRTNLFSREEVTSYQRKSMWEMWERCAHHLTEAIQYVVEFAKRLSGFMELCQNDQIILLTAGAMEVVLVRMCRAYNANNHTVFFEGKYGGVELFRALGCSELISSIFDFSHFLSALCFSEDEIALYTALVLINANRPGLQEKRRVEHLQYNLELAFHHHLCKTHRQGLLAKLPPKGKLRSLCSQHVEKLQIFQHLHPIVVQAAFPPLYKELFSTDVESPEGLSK
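A Gal4/UAS one-hybrid system in insect cells: metallothionein-promoter Gal4–ROR gamma fusion plus Photinus luciferase reporter. Copper sulfate 700 uM final, 20 hr ambient incubation, luminescent detection after 10 min with reagent.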
ELG1 genotoxic = qHTS screen for small molecules that induce genotoxicity in human embryonic kidney (HEK293T) cells expressing luciferase-tagged ELG1; HEK293T ELG1-luciferase reporter, luminescence, 16 h; Potency, µM (doses to about 46 µM), for the others: top-dose activity change, positive = activation, most hits filed as activators; 330,000 compounds, 1.3% hits; also: % of control where 0% means no effect; nearly all actives have a fitted effect of over 60% in size
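16 hr compound incubation (37 °C, 5% CO2) of HEK293T cells carrying luciferase-tagged ELG1; luciferase then measured by ONE-Glo luminescence after 30 min at RT.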
NPC1 promoter act = qHTS Assay for NPC1 Promoter Activators. Huh7 NPC1 promoter luciferase reporter, 24 h. Potency, µM (titrated, usually from 9.22 µM), without a hit: top-dose activation, actives largely listed as activators. 320,000 compounds, 2.4% hits. AID 485313, 2010;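 also: % of control where 0% means no effect; nearly all actives have a fitted effect of over 60% in size; reporter is driven by a mutant NPC1 promoter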
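Luminescence from an NPC1 promoter-driven luciferase reporter in stably transfected Huh7 cells was measured after 24 h compound treatment at 37 °C, followed by 10 min ambient incubation with luciferase detection reagent.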
Rab9 prom act = qHTS Assay for Rab9 Promoter Activators. Huh7 Rab9 promoter-luciferase reporter, luminescence, 24 h. Potency, µM (top dose mostly 9.22 µM), inactives show at the highest dose activation, negative = inhibition, hits mostly activators. 320,000 compounds, 2.8% hits. AID 485297, 2010; also: % of control where 0% means no effect; nearly all actives have a fitted effect of over 60% in size
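Luciferase signal after 10 min detection reagent at ambient indicates Rab9 promoter upregulation; stably transfected Huh7 cells were treated 24 h with compound in DMSO at 37 °C, 5% CO2.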
MBNL1-CUG inh = qHTS Assay for Inhibitors of MBNL1-poly(CUG) RNA binding; Potency, µM (titrated, usually from 57.5 µM), for the others: top-dose activity change, negative = inhibition, hits mostly inhibitors; Muscleblind-like protein 1 (Homo sapiens), Q9NR56; TR-FRET MBNL1-His/biotin-(CUG)12 binding, 665/545 ratio; 280,000 compounds, 0.036% hits; active = well fitted inhibition curve with a large enough effect in the signal ratio, with a control signal flat, not every such curve was filed as active; inconclusive = small, poorly fitted or top-dose-only effect, or effect the other way, or a change in a side signal; inactive = no such curve, though single readings can be large or run the other way; the % refers to the signal ratio; also: % is scaled to controls: 0 for no effect and ±100 for the full control effect
Target sequence (Q9NR56 whole entry, looked up): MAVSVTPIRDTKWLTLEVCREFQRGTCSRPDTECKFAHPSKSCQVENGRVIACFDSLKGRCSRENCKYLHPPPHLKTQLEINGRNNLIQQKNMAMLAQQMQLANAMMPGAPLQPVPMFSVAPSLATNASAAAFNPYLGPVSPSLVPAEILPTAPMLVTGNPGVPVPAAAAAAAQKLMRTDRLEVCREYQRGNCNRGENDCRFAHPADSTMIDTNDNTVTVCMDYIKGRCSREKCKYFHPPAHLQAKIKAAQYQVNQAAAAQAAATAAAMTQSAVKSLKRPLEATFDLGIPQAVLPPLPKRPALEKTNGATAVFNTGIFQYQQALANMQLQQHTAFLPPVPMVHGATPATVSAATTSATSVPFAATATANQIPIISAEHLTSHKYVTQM
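Ratiometric TR-FRET (665 over 545 nm, excitation 340 nm) tracks disruption of MBNL1-His/biotin-(CUG)12 complex after 60 min at room temperature, with compounds at 92 nM to 58 uM final.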
FLuc counter = qHTS profiling assay for firefly luciferase inhibitor/activator using purifed enzyme and Km concentrations of substrates (counterscreen for miR-21 project); AID 588342, 2011; Luciferin 4-monooxygenase (Photinus pyralis), P08659; Potency, µM (top dose mostly 57.5 µM), for the others: top-dose activity change, negative = inhibition, usual class: inhibitors; 360,000 compounds, 6.9% hits; purified FLuc, Km substrates, luminescence inhibition;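 also: plate controls were vehicle for no effect and reference inhibitor for full effect; nearly all actives have a fitted effect of over 55% in size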
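Biochemical qHTS of compounds, final roughly 60 µM downward over six points, against 10 nM purified firefly luciferase using Km concentrations of substrates (10 uM D-luciferin, 10 uM ATP) in Tris acetate pH 7.5 buffer; luminescence output.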
uPA generation = qHTS for Inhibitors of Cell Surface uPA Generation; cell surface uPA generation assay, qHTS; Potency, µM (doses to about 38.3 µM), for the others: top-dose activity change, negative = inhibition, hits mostly inhibitors; 330,000 compounds, 0.31% hits; active = well fitted inhibition curve with a large enough effect; inconclusive = small, poorly fitted or top-dose-only effect; inactive = no such curve, though single readings can be large or run the other way; tested in mouse RAW 264.7 cells; also: % is scaled to controls: 0 for no effect and ±100 for the full control effect; nearly all actives have a fitted effect of over 55% in size
VP16 counter = VP16 counterscreen qHTS for inhibitors of ROR gamma transcriptional activity. Drosophila S2 Gal4-VP16 UAS-luciferase, luminescence, 20 h. Potency, µM (series often up to 53.6 µM), for inactives: top-dose activity, negative = inhibition, hits mostly inhibitors. 310,000 compounds, 3.5% hits. AID 2546, 2010;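 also: Gal4-VP16 expression switched on by copper sulfate through the metallothionein promoter; % is scaled to controls: 0 for no effect and ±100 for the full control effect; nearly all actives have a fitted effect of over 50% in size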
* = called active by the depositor; ? = inconclusive; . = no result given; [ ] = another dose, or the depositor's remark. Unless noted, calls follow the shape of the dose curve; as a rule, active = well fitted curve in the direction sought with a large enough effect; inconclusive = small, poorly fitted or top-dose-only effect, or another doubt; inactive = no such curve, though single readings can be large; an effect the other way counts as inactive or inconclusive. Potency is read from the fitted curve at half-maximal effect. This is a random part of the collection; overall some 13% were active at least once.

Every second line gives: ELG1 genotoxic | p53 reactivator | Rab9 prom act | VP16 counter | RORg inh | NPC1 promoter act | BRCA1 expr up | uPA generation | FLuc counter | MBNL1-CUG inh
C/C(=N/NS(=O)(=O)c1ccc(Cl)cc1)c1cccc(O)c1
→ 2% | -2% | 4% | -6% | 10% | 1% | -10% | 0% | 2% | 8%
COc1ccc(-n2c(=O)c3c4c(sc3n(CC(N)=O)c2=O)CCCCC4)cc1
→ -1% | -3% | -2% | -1% | -7% | -4% | -21% | -6% | -1% | 7%
COc1cc(CCC(C)=O)ccc1OC(=O)c1c(F)cccc1Cl
→ ? | 13% | 2.5µM* | -13% | 29% | ? | 8.9µM* | 1% | 12µM* | -1%
CC(C)CNC(=O)NC(=O)COc1ccc(C=O)cc1
→ . | . | . | 8% | 9% | . | 56% | 9% | 10% | -3%
Cc1ccc(C(=O)O)cc1N1C(=O)c2cccc3cc(Br)cc(c23)C1=O
→ 1% | -5% | -4% | -12% | 11% | 1% | -16% | -4% | 2% | ?
Cc1ccc(C)c(N(CC(=O)NC(C)(C)C)C(=O)CNC(=O)c2cccs2)c1
→ 1% | -4% | -14% | 7% | 3% | -3% | -3% | 5% | -14% | -1%
O=C(NNC(=O)c1cc(-c2ccncc2)nc2ccccc12)Nc1ccc(F)cc1
→ -10% | -2% | 12% | -4% | -29% | 7% | -28% | 4% | ? | ?
CCOC(=O)[C@H]1[C@H]2COc3ccc(OC)cc3[C@@H]2N2C(=O)c3cc(OC)c(OC)cc3NC(=O)[C@@]12C
→ 11% | -9% | -3% | . | . | -1% | -84%[inhibitor] | -25% | -1% | .
O=C1OC(/C=C/c2ccccc2)=NC/1=C/C=C/c1ccccc1
→ 1% | 6% | -4% | -4% | 5% | -2% | 1% | 7% | ? | .
CC1(c2ccccn2)Nc2ccccc2-c2nc3ccccc3n21 (stereo unspecified)
→ -3% | 17% | 0% | 0% | -14% | -6% | 56% | -1% | ? | 20%
CCOC(=O)c1sc(=S)n(-c2cc(F)ccc2F)c1N
→ -1% | -1% | -4% | 3% | 20% | 2% | -36% | . | -2% | ?
Cc1ccc(NC=C(S(=O)(=O)c2ccccc2)S(=O)(=O)c2ccccc2)cc1
→ 0% | -22% | -3% | -5% | 11% | 1% | -19% | -7% | 2% | -13%
O=C(CCC1CCCCC1)NC1=NCCS1
→ -3% | -7% | -7% | -5% | -39% | -4% | -3% | -3% | ? | .
Cc1cc(Cl)c(S(=O)(=O)N2CCN(c3cccc(C)c3C)CC2)cc1OCC(N)=O
→ -12% | 1% | 4% | -2% | 3% | 0% | 11%[1.84 µM] | -5% | 1% | 15%
Cc1cc(C(=O)COC(=O)c2cc(Cl)c(O)c(Cl)c2)c(C)n1C
→ 8% | 12% | 9% | . | . | 1% | 88% | -9% | 17µM* | .
COC(=O)c1ccc(OC(=O)c2ccccc2F)cc1
→ 2% | 0% | -2% | -16% | -7% | 1% | . | . | 13µM* | .
CCCCC[C@]12Cc3ccccc3C(O1)c1c(cc(C)oc1=O)O2
→ . | . | -3%[1.84 µM] | -5%[10 µM] | -8%[10 µM] | -4%[1.84 µM] | . | . | 5%[11.5 µM] | 0%[11.5 µM]
CCN1CCCC1CNS(=O)(=O)c1c(C)cc(C)cc1C (stereo unspecified)
→ 0% | 5% | -2% | -6% | -11% | -6% | -43% | -9% | 2% | -3%
CCCOCC(O)COc1ccccc1C(=O)N1CCOCC1 (stereo unspecified)
→ -5% | ? | 10% | -3% | 2% | 0% | 12% | 6% | 10% | -5%
C=CCn1sc(=N)c(C#N)c1N
→ -8% | 4% | -10% | 2% | -17% | 9% | 10% | 5% | 3% | 0%

Record cards (already shown). Order of screens: ELG1 genotoxic	p53 reactivator	Rab9 prom act	VP16 counter	RORg inh	NPC1 promoter act	BRCA1 expr up	uPA generation	FLuc counter	MBNL1-CUG inh
Record of C=CCn1sc(=N)c(C#N)c1N : -8%	4%	-10%	2%	-17%	9%	10%	5%	3%	0%
Record of O=C(CCC1CCCCC1)NC1=NCCS1 : -3%	-7%	-7%	-5%	-39%	-4%	-3%	-3%	?	.

The list continues.
Every second line gives: ELG1 genotoxic | p53 reactivator | Rab9 prom act | VP16 counter | RORg inh | NPC1 promoter act | BRCA1 expr up | uPA generation | FLuc counter | MBNL1-CUG inh
Cc1ccc(/C=N/NC(=O)Cn2nc(C)c([N+](=O)[O-])c2C)o1
→ 0% | -3% | -1% | 1% | -42% | -1% | -20% | 0% | -2% | 7%
CC1CCCC(C)N1/N=C/C=C/c1ccccc1[N+](=O)[O-] (stereo unspecified)
→ 12% | 12% | ? | ? | -15% | 25% | 28% | 0% | ? | 10%
Cn1nc(C(C)(C)C)cc1C(=O)NCc1cc(F)cc2c1OCOC2
→ -12% | -1% | -30% | 3.5µM* | ? | -22% | -7% | -20% | -1% | .
O=C(CN1C(=O)NC(Cc2ccccc2)C1=O)Nc1ccccc1 (stereo unspecified)
→ ? | ? | -3% | 7% | ? | 2% | 14% | -1% | -3% | -14%
CC(C(=O)N/N=C/c1ccc(N(C)C)c(Br)c1)N(c1ccccc1)S(C)(=O)=O (stereo unspecified)
→ -1% | -4% | 2% | -4% | 21% | -5% | -10% | -7% | -1% | 11%
COc1ccccc1CNc1nc2ccccc2n1CCN1CCCCC1
→ -1% | -2% | -6% | -10% | ? | -10% | -15% | 3% | -1% | -7%
Cc1c(S(=O)(=O)N2CCC(C)CC2)c(=O)n(C)c(=O)n1C
→ -4% | 0% | -1% | . | . | 2% | 8% | -3% | 1% | .
CN(C1CCCCC1)C(CNS(=O)(=O)c1ccccc1)c1ccccc1 (stereo unspecified)
→ -3%[9.26 µM] | 1% | 3% | 2% | -2% | -1% | -35% | -3% | 0% | 2%
CC(=O)N(CN1C(=O)CCC1=O)c1ccc(Cl)c(Cl)c1
→ 21% | 3% | -1% | -7%[10 µM] | -16% | 0% | -5% | 7% | -1% | -2%
Cc1cccc(NC(=O)NC2(C(=O)NCc3ccco3)CCCCC2)c1
→ 13% | 1% | 5% | 0% | -2% | 1% | -8% | 4% | 1% | 3%
O=C(Nc1cccc(Br)c1)c1ccccc1-c1ccccc1
→ 0% | 0% | 1% | -7% | 10% | 3% | -32% | 4% | -4% | ?
CNC(=O)CN(c1ccc(F)cc1)S(=O)(=O)c1cc(C)ccc1OC
→ 3% | -5% | -4% | 12% | 2% | -3% | -15% | . | 1% | -1%
O=C(NC1CC1)C1CC(=O)N(c2ccccc2)C1 (stereo unspecified)
→ 5% | 4% | -3% | -11% | -24% | 2% | 6% | 0% | 0% | 2%
Cc1nn(-c2ccccc2)c(C)c1C(=O)NCc1ccc(F)cc1
→ 0% | -7% | -2% | -10% | 14% | -1% | -8% | 7% | 0% | 11%
COc1ccc(CC(=O)NCc2n[nH]c(=S)n2-c2ccc(F)cc2)cc1
→ 3% | ? | -5% | 3% | -14% | -4% | -8% | 8% | 1% | -1%
CC(=N\NC(=O)c1cc(Br)ccc1O)/C(=N/O)C(=O)Nc1ccccc1
→ -7% | 2% | 3% | 11µM* | 7.9µM* | -12% | -3% | ? | 15µM* | ?
O=C(Cn1c(=S)[nH]c2ccccc2c1=O)NCCc1ccccc1
→ 8% | 27% | 0% | -2% | -5% | 4% | -34% | 8% | -1% | 18%
O=C(Nc1nccs1)c1ccc(Br)c(S(=O)(=O)N2CCCC2)c1
→ -7% | 7% | -1% | ? | ? | 1% | 0% | -2% | ? | 1%
OCCN(CCO)CC(O)CN(c1ccccc1)c1ccccc1 (stereo unspecified)
→ -1% | -2% | -9% | 1% | 8% | -1% | 3% | 1% | 0% | -3%
NC(=O)C1CCCN(C(=O)CN2C(=O)NC(c3ccccc3)(c3ccccc3)C2=O)C1 (stereo unspecified)
→ 2% | -5% | 0% | . | . | -2% | 12% | 1% | 3% | .
CCCNC(=O)c1ccccc1NC(=O)c1cccc(-n2cnnn2)c1
→ -3% | -8% | -2% | . | . | -3% | -17% | 4% | 3% | .
CCOc1ccc(NC(=O)c2oc3ccccc3c2NC(=O)CC)cc1
→ ? | -2% | ? | 20% | -16% | 26% | . | . | 0% | 16%
COc1c(Br)cc2c(C)c(C(=O)N3CCOCC3)oc2c1Br
→ 6% | 9% | 12% | 18% | 12% | -3% | 60% | -10% | 2%[2.3 µM] | -8%
CCOC(=O)CNc1nc(OCC#N)nc(N2CCOCC2)n1
→ -3% | 9% | 0% | -7% | -13% | -1% | 2% | -1% | -2% | -9%
CCCC(C)NC(=O)c1cc(Cl)ccc1OC (stereo unspecified)
→ 1% | -3% | -2% | 12% | 0% | 0% | -27% | 7% | -18% | -6%
Cc1cc(O)c(C=O)c2c1C(=O)Oc1c(CO)c(O)c3c(c1O2)C(O)OC3=O (stereo unspecified)
→ -2% | 1% | 2% | -1% | -13% | -4% | -19% | 1% | ? | ?
